EPAC1 antagonist: qHTS for Antagonist of cAMP-regulated guanine nucleotide exchange factor 3 (EPAC1): primary screen; Potency, µM (highest dose often 115 µM), for the others: at the top dose activity change, negative = inhibition, most hits filed as inhibitors; Rap guanine nucleotide exchange factor 3 (Homo sapiens), O95398; AID 720709, 2013; EPAC1 GEF assay, Rap1b-BODIPY-GDP exchange fluorescence; 360,000 tested, 0.14% active;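 further: potency means the concentration at half of the fitted maximal effect; plate controls were vehicle for no effect and positive control for full effect; nearly all actives have a fitted effect of over 50% in size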
EPAC2 agonist: qHTS for Agonist of cAMP-regulated guanine nucleotide exchange factor 4 (EPAC2): primary screen. EPAC2 activation, biochemical qHTS; response scale: 100% = 6.5 mM cAMP response. AID 720711, 2013. Potency, µM (doses to about 154 µM), for the others: at the top dose activation, actives largely listed as activators. Rap guanine nucleotide exchange factor 4 (Homo sapiens), Q8WZA2. 360,000 tested, 0.079% active; further: potency means the concentration at half of the fitted maximal effect; nearly all actives have a fitted effect of over 50% in size
Target sequence (Q8WZA2 whole entry, looked up): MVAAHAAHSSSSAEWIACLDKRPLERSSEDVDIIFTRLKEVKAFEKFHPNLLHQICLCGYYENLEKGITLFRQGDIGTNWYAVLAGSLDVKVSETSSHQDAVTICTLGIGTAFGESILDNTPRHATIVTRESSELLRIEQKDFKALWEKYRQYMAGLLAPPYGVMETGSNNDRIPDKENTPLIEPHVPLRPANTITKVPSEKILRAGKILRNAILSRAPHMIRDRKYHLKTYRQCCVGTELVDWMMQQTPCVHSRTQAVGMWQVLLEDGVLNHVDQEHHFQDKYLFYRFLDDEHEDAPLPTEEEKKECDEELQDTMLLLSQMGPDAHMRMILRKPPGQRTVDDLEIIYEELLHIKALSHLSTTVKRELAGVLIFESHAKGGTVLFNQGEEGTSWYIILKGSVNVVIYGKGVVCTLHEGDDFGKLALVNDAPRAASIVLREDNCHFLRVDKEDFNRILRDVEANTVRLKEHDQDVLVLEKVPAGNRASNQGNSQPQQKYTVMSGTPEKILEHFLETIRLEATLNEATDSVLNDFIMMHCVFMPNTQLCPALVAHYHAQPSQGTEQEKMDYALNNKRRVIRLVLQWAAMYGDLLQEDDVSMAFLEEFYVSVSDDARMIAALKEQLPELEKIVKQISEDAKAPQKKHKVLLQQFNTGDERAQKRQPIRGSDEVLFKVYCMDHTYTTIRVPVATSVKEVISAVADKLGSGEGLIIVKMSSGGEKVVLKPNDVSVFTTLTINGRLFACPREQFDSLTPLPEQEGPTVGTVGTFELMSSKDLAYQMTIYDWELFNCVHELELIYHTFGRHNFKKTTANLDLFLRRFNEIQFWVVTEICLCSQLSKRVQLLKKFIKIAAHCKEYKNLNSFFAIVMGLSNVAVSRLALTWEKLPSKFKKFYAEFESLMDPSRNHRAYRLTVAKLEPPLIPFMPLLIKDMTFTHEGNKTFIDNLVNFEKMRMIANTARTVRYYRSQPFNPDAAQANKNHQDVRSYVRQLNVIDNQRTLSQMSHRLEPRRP
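EPAC2 (100 nM) mixed with Rap1B loaded with BODIPY-GDP (250 nM) plus 50 uM unlabeled GDP; compounds pinned in, 5 min RT, then read every 5 min for 30 min (ex 480, em 540 nm). Normalized to cAMP control.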
EPAC1 ag: qHTS for Agonist of cAMP-regulated guanine nucleotide exchange factor 3 (EPAC1): primary screen; EPAC1 agonist qHTS, biochemical assay; response scale: 100% = response to 6.5 mM cAMP; Potency, µM (titrated, usually from 154 µM), without a hit: at the highest dose activation, usual class: activators; AID 720707, 2013; 360,000 tested, 0.073% active; Rap guanine nucleotide exchange factor 3 (Homo sapiens), O95398; further: potency means the concentration at half of the fitted maximal effect; nearly all actives have a fitted effect of over 60% in size
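Nucleotide exchange by EPAC1 (100 nM) on Rap1B–BODIPY-GDP (250 nM) in the presence of 50 uM GDP is tracked fluorescently at 480/540 nm over 30 min. Signals are normalized to a 6.5 mM cAMP control.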
IL2 activator: qHTS of IL-2 Activators | 360,000 tested, 0.065% active | AID 652025, 2013 | activation, % (series mostly up to about 46 µM) | IL-2 activation reporter assay, cell-based qHTS; stimulated with anti-CD3/CD4/CD28 beads; in transgenic mouse T cells; in the data active means activation above about 50%; inconclusive means mostly about 30% to 49%; further: 0% is about no effect
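First, unstimulated transgenic mouse T cells were exposed to compound for 60 min. Next, anti-CD3/anti-CD4-coated beads with anti-CD28 were added. Finally, after 18 h at 37 degrees C, EGFP and DsRed were imaged.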
CCT chaperon mod: High-Throughput Screening for Modulators of Cytosolic Chaperonin Activity; purified chaperonin ATPase assay, HTRF ADP detection, 30 min; activity change, % (test concentration not listed), hits read low; 360,000 tested, 0.3% active; AID 651819, 2012; in the data active means activity change below about -30%; further: on the % scale 0 is the no-effect control and ±100 the full control effect
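Enzyme 40 or 20 nM (batch-dependent) in Tris pH 7.4/KCl/MgCl2/DTT; cpd 76 uM single point; ATP 10 uM; 30 min 37 °C; Transcreener ADP HTRF detection, 30 min RT; ratio 665/615.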
PI5P4Ka inh: qHTS for Inhibitors of phosphatidylinositol 5-phosphate 4-kinase (PI5P4K) | Phosphatidylinositol 5-phosphate 4-kinase type-2 alpha (Homo sapiens), P48426 | PI5P4Kalpha enzyme, ADP-Glo luminescence, 60 min; active compounds read low | max response, % | 330,000 tested, 1.2% active | AID 652105, 2013; active means max response of -50% or lower; inconclusive means between -30% and -50%; inactive means -30% or higher; further: value at the top dose of about 77 µM; on the % scale 0 is the no-effect control and ±100 the full control effect
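Human PI5P4Kalpha with substrate in 0.038 M HEPES pH 7.4, 0.28 mM EGTA, 0.1% CHAPS, 5% DMSO; reaction started with 5 microM ATP (final), 60 min at room temperature. ADP formed read by ADP-Glo luminescence.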
WRN inhibitor: qHTS for Inhibitors of WRN Helicase; WRN helicase unwinding, fluorescent forked duplex, kinetic; Potency, µM (titrated, usually from 114 µM), inactives show at the top dose activity change, negative = inhibition, hits mostly inhibitors; 360,000 tested, 0.46% active; AID 651768, 2012; further: potency means the concentration at half of the fitted maximal effect; on the % scale 0 is the no-effect control and ±100 the full control effect; nearly all actives have a fitted effect of over 55% in size
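Kinetic red-fluorescence monitoring (525/598 nm) tracks WRN helicase activity after 100 nM fluorophore-quencher forked duplex and 2 mM ATP are added to 20 nM enzyme pretreated 15 min at room temperature with compound.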
PLK1 PBD block: qHTS for Inhibitors of PLK1-PDB (polo-like kinase 1 - polo-box domain): Primary Screen. Potency, µM, without a hit: max response, negative = inhibition, hits mostly inhibitors. Serine/threonine-protein kinase PLK1 (Homo sapiens), P53350. Plk1 PBD binding of FITC phosphopeptide, fluorescence polarization. 360,000 tested, 2.8% active. AID 720504, 2013; further: potency means the concentration at half of the fitted maximal effect; series mostly up to about 57 µM; on the % scale 0 is the no-effect control and ±100 the full control effect; nearly all actives have a fitted effect of over 65% in size
* = called active by the depositor; ? = inconclusive; · = not tested or not shown; [ ] = remark or other dose. Unless noted, the call rests on the fitted dose curve; in most records, active means well fitted curve in the direction sought with a large enough effect; inconclusive means small, poorly fitted or top-dose-only effect, or another doubt; inactive means no such curve, though single readings can be large; an effect the other way counts as inactive or inconclusive.

structure,EPAC1 antagonist,EPAC2 agonist,EPAC1 ag,IL2 activator,CCT chaperon mod,PI5P4Ka inh,WRN inhibitor,PLK1 PBD block
COc1nonc1NC(=O)CSc1nc2ccccc2[nH]1,6%,-2%,6%,-0.6,-2.5,-15,5%,27µM*
CCc1cc2c(N3CCN(c4ccccc4)CC3)ncnc2s1,-10%,13%,10%,-0.7,2.5,-3,-13%,-4%
COc1cc(NC(=O)CSc2nnc(C)s2)cc(OC)c1OC,-7%,9%,-2%,0.2,-3.1,-8,-2%,-3%
COc1ccc(-c2cc(C(=O)NCC(C)C)no2)cc1,14%,0%,8%,-3.5,-2.0,·,0%,-6%
CCOC(=O)c1ccc(COC(=O)CCc2nc3ccccc3[nH]c2=O)o1,3%,7%,4%,-2.0,0.7,-1,3%,-5%
Cc1ccc2nc(-c3ccc(NC(=O)CCN4C(=O)c5ccccc5C4=O)cc3)sc2c1,-2%,11%,1%,1.5,-3.1,0,?,-19%
CSc1nc2ccc(Nc3nc(N4CCOCC4)nc(N4CCOCC4)n3)cc2s1,-25%,9%,22%,-1.5,-3.9,·,-4%,-16%
CCN(CC)CCOC(=O)c1ccc(N/C=C(/C#N)c2nc(-c3cccc(OC)c3)cs2)cc1,9%,18%,5%,-2.1,-0.3,0,2%,-10%
COc1ccc(S(=O)(=O)NCC2CCC(C(=O)NCc3cccnc3)CC2)cc1 (configuration not stated),-13%,8%,-6%,-2.8,-1.4,-6,3%,-7%
CC1(C(=O)NCCN2CCOCC2)C=CC2(CCCCC2)N1C(=O)c1ccccc1 (configuration not stated),5%,4%,-8%,-1.8,0.5,0,7%,-14%
Cc1coc2c(C)c3oc(=O)c(CCC(=O)NCCC(=O)O)c(C)c3cc12,4%,3%,5%,0.4,-0.6,-1,-22%,-11%
CCOc1ccc(CCNC(=O)C2CCCN(C(=O)N(C)C)C2)cc1OCC (configuration not stated),9%,2%,-2%,-2.8,0.0,·,-9%,-2%
O=C(NCC12CC3CC(CC(C3)C1)C2)c1cc2n(n1)C(C(F)(F)F)CC(c1ccco1)N2 (configuration not stated),4%,-8%,0%,-0.8,-0.4,-8,-1%,1%
O=C(NNC1=NC2(CCCC2)Cc2ccccc21)c1ccncc1,17%,1%,9%,4.1,-1.1,-7,-5%,-11%
O=C(Nc1cccc(-n2cnnn2)c1)c1cc2ccccc2o1,12%,4%,-7%,-1.8,-0.3,-1,-8%[11.6 µM],-19%
CCC1(c2ccc(F)cc2)NC(=O)N(CC(=O)N(C)C2CCS(=O)(=O)C2)C1=O (configuration not stated),6%,5%,-18%,2.1,4.6,-6,-2%,-1%
CNc1nc(NC#N)nc(SC)n1,13%,5%,16%,-1.3,0.6,-7,6%,30µM*
CC[n+]1c(/C=C(\C)SC)sc2ccccc21,3%,10%,8%,-2.3,-0.5,·,-6%,?
CCCCCc1ccc(-c2ccc(=O)[nH]n2)cc1,12%,3%,3%,-2.4,-21,24,1%[57.1 µM],-8%
COc1ccc(/C=N/NC(=O)C(N)=O)c(OC)c1OC,4%,10%,4%,-1.7,-2.5,-7,4%,-14%
C[C@@H]1CN([C@@H](C)CO)C(=O)c2cc(Br)cnc2O[C@H]1CN(C)C(=O)c1ccncc1,4%,-5%,-7%,0.8,-0.9,8,0%,6%
N=c1sccn1CC(=O)N1N=C(c2ccc(Cl)cc2)CC1c1ccco1 (configuration not stated),-12%,12%,5%,0.0,-2.3,-13,-12%,-13%
CC(NC(=O)/C=C/c1ccco1)c1nc2ccccc2n1Cc1ccccc1F (configuration not stated),14%,1%,-12%,-5.5,0.5,-12,-23%,-6%
Cc1ccc(S(=O)(=O)NN(Cc2ccccc2)Cc2ccccc2)cc1,-3%,-10%,-13%,-0.8,-0.3,4,0%,?
O=C(CN(Cc1ccco1)C(=O)CNS(=O)(=O)c1ccc(F)cc1)NCc1ccccc1,-3%,6%,-2%,-0.1,1.0,-1,-4%,-9%
O=c1c2ccccc2nc(-c2ccccc2)n1Cc1ccco1,-4%,8%,6%,0.2,-0.7,·,-3%,0%
Cc1ccc(NC(=O)CSc2ccc3nnc(CCNC(=O)c4ccccc4)n3n2)c(C)c1,-12%,-1%,-2%,-3.5,1.3,0,-1%,-6%
COc1ccc(Nc2nc(-c3ccccc3)c3ccccc3n2)cc1,3%,10%,-5%,1.1,0.5,1,6%,0%
Cc1cccc(CSc2ccc(-c3cccs3)nn2)c1,-12%,11%,6%,-0.3,-2.9,13,-10%,-1%
COc1cccc(NC(=O)CCS(=O)(=O)c2ccc3c(c2)oc(=O)n3C)c1,-16%,4%,5%,-1.8,-2.3,-19,-2%,-21%
COc1ccc(-n2nc(C(=O)NCC(=O)N3CC(C)CC(C)C3)c3ccccc3c2=O)c(OC)c1 (configuration not stated),1%,8%,-2%,0.8,-0.2,2,10%,-2%
Cc1csc(NC(=O)CSc2nnc(C)c(=O)n2N)n1,7%,-1%,-1%,-2.7,-2.8,-7,0%,-3%
CCOC(=O)Cn1nc(-c2ccc(C)cc2)c2ccccc2c1=O,-7%,8%,4%,1.9,-2.0,-4,-2%,-2%
CC12CCC(=O)C=C1CCC1C2C(=O)CC2(C)C1CC[C@]2(O)C(=O)CO (some centres not stated),-11%,13%,-1%,-4.6,-1.3,1,4%,-8%
Cc1ccc(OCC(=O)c2ccc3c(c2)CCCC3)cc1C,-8%,13%,-2%,-0.2,3.0,2,-4%,-3%
Cc1cc(NC(C)c2ccccc2)n2ncc(-c3ccccc3)c2n1 (configuration not stated),4%,15%,6%,-1.0,-3.4,20,-4%,-3%
O=C(NCCNCCO)c1c(O)c2cccc3c2n(c1=O)CCC3,3%,0%[15.6 µM],7%,-0.7,-1.7,-2,0%,0%
O=C(NC1CCCCC1)C(c1ccco1)N(C(=O)c1csnn1)c1ccc(Cl)cc1 (configuration not stated),4%,9%,3%,-2.8,2.0,18,-3%,-4%
O=C(COC(=O)CSc1ccc([N+](=O)[O-])cc1)NCc1cccs1,-7%,6%,?,0.0,1.3,-8,-5%,?
CCc1ccc(-c2cc(C)no2)cc1S(=O)(=O)N1CC(=O)Nc2ccccc21,-8%,-5%,-4%,-0.9,-1.3,-1,-2%,3%

An excerpt from above, reduced to EPAC1 ag:
Structure	EPAC1 ag
Cc1cc(NC(C)c2ccccc2)n2ncc(-c3ccccc3)c2n1 (configuration not stated)	6%
CCOC(=O)Cn1nc(-c2ccc(C)cc2)c2ccccc2c1=O	4%

Continuation:
structure,EPAC1 antagonist,EPAC2 agonist,EPAC1 ag,IL2 activator,CCT chaperon mod,PI5P4Ka inh,WRN inhibitor,PLK1 PBD block
O=C(Cc1ccc(F)cc1)Nc1nc(-c2ccc(F)cc2)cs1,-17%,1%,-2%,-3.2,0.5,2,-23%,1%
CC(=O)Nc1cccc(NC(=O)CSc2nnc(Cc3cccn3C)n2-c2ccc(C)cc2)c1,-2%,-11%,0%,-1.7,1.5,·,-5%,-3%
COC(=O)c1c(-c2c(Cl)cccc2Cl)noc1C(=O)NNC(=O)N(C)C,5%,20%,7%,1.8,-2.1,1,0%,-4%
COc1ccc(/C=C2\C(=O)NCC(=O)N2C)cc1,-15%,-1%,-2%,0.0,-1.3,-3,-9%,-6%
O=C(O)c1cccc(NC(=O)c2cccc(S(=O)(=O)N3CCCCC3)c2)c1,2%,3%,0%,5.3,-18,·,232%[activator],-1%
Cc1cc(C(=O)N/N=C/c2cccc([N+](=O)[O-])c2O)n[nH]1,-14%,6%,-2%,0.1,0.3,?,-5%,-8%
CCCN(C(=O)CSc1nc(C2CC2)n(-c2ccccc2)n1)C1CCS(=O)(=O)C1 (configuration not stated),-21%,9%,8%,-0.2,0.3,-2,-4%,-4%
Cc1nc(SCC(=O)NC2CC2)c2c(C)c(C)sc2n1,-28%,5%,-3%,-2.4,1.5,0,0%,-2%
COc1ccnc(Oc2cc(Cl)cc(Cl)c2)c1C#N,-2%,3%,-3%,-0.2,-0.4,2,4%,-3%
COC(=O)Nc1ccc(S(=O)(=O)n2cnc3ccccc32)cc1,0%,12%,5%,-1.3,-0.3,·,4%,-4%

Filtered by structure, the compounds so far containing a nitro group on carbon
structure,EPAC1 antagonist,EPAC2 agonist,EPAC1 ag,IL2 activator,CCT chaperon mod,PI5P4Ka inh,WRN inhibitor,PLK1 PBD block
O=C(COC(=O)CSc1ccc([N+](=O)[O-])cc1)NCc1cccs1,-7%,6%,?,0.0,1.3,-8,-5%,?
Cc1cc(C(=O)N/N=C/c2cccc([N+](=O)[O-])c2O)n[nH]1,-14%,6%,-2%,0.1,0.3,?,-5%,-8%

Carrying on:
structure,EPAC1 antagonist,EPAC2 agonist,EPAC1 ag,IL2 activator,CCT chaperon mod,PI5P4Ka inh,WRN inhibitor,PLK1 PBD block
Cc1c(Nc2nc(-c3ccc(Cl)cc3)cs2)c(=O)n(-c2ccccc2)n1C,-3%,3%,7%,-0.4,1.7,-3,0%,-8%
CCCS(=O)(=O)NC(=O)C1(C)CCCN(C(=O)c2cc(OC)c(OC)c(OC)c2)C1 (configuration not stated),10%,-3%,-5%,1.1,-15,-2,7%,10%
O=C(CN1C2=NCCN2c2ccccc21)C12CC3CC(CC(C3)C1)C2,7%,6%,0%,-0.2,-1.5,-1,3%,-1%
CC1=NN(c2ccccc2)C(=O)C1C(=S)SC1CC(=O)NC1=O (configuration not stated),-1%,1%,-13%,-2.5,1.7,?,-4%,11µM*
CC(C)(C)c1ccc(S(=O)(=O)NC(=O)C2(C)CCN2C(=O)CC2CC2)cc1 (configuration not stated),5%,11%,0%,0.2,-1.1,-6,7%,-12%
COCCN1CC(CNC(=O)c2cc(COc3ccccc3SC)on2)CC1=O (configuration not stated),9%,12%,-5%,1.6,1.0,2,-5%,-1%

Screening data from PubChem BioAssay.

Not all compounds are listed; the hit share may differ from the screen's.
